RGS4-Gao reg: human RGS4-Galphao interaction regulation; Multiplexed bead flow cytometry, RGS4-Galphao binding; actives lie on both sides; P09471; 220,000 compounds, 0.33% hits; binding response (% of control), % at 10 µM; in the data active = binding response below about 49% or above about 150%; inactive = in between;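 also: fluorescent Galphao activated with aluminum fluoride binding bead-coupled RGS4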
Bfl-1 Bim block: human Bim-Bfl-1 interaction inhibition. Q16548. Bead-based flow cytometry, Bim-Bfl-1 binding inhibition. inhibition, % at 10 µM. 190,000 compounds, 0.12% hits. AID 1008;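 also: 0% = wells without compound plus tracer and 100% = blocker peptide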
Bcl-W Bim block: disrupts Bim peptide binding to human Bcl-W. Q92843. bead-based flow cytometry. inhibition, % at 10 µM. 190,000 compounds, 0.02% hits;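 also: 0% = bound tracer without compound and 100% = peptide blocker; higher means less fluorescent Bim peptide bound to Bcl-W beads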
Target sequence (Q92843 whole entry, looked up): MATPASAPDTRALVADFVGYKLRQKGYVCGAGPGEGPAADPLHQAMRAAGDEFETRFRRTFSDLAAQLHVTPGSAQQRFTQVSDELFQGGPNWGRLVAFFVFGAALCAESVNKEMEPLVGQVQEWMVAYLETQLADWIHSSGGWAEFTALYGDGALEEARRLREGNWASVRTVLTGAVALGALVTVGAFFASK
Mcl1 Bid PPI: Mcl-1/Bid interaction inhibition. TR-FRET Mcl-1/Bid-Dy647 peptide binding, 1536-well. Q07820. inhibition, % at 21.7 µM. 220,000 compounds, 0.97% hits;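 active = compounds that cut the binding signal by more than half at the single screening dose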;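 also: His-tagged Mcl-1 with europium anti-His antibody binding Bid BH3 peptide; 0% = Mcl-1 plus peptide wells and 100% = peptide-only wells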
Target sequence (Q07820 whole entry, looked up): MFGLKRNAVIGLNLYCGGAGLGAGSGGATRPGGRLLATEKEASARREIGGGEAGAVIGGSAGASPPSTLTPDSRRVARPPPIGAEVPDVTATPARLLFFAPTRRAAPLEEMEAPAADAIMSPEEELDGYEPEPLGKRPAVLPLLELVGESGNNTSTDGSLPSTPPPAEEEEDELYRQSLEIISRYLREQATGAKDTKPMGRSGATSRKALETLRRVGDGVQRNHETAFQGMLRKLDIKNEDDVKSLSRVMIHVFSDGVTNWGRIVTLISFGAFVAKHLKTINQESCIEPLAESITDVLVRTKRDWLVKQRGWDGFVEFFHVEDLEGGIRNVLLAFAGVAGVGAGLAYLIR
RGS8-Gao: human RGS8-Galphao interaction regulation | P09471 | multiplexed bead flow cytometry, RGS8-Galphao binding; actives lie on both sides | response (percent of control binding), % at 10 µM | 220,000 compounds, 0.34% hits; in the data active = response below about 60% or above about 140%; inactive = in between;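 also: Galphao activated as the GDP aluminium fluoride complex binding bead-coupled RGS8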
Bcl-2 Bim block: inhibitors of Bim-Bcl-2 interaction, human; P10415; Bead-based flow cytometry, Bim peptide-Bcl-2 binding; inhibition, % at 10 µM; 190,000 compounds, 0.06% hits; in the data active = inhibition above about 40%; inconclusive = no clear call, values can overlap the other calls;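 also: 0% = no compound wells with probe peptide and 100% = reference peptide inhibitor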
Target sequence (P10415 whole entry, looked up): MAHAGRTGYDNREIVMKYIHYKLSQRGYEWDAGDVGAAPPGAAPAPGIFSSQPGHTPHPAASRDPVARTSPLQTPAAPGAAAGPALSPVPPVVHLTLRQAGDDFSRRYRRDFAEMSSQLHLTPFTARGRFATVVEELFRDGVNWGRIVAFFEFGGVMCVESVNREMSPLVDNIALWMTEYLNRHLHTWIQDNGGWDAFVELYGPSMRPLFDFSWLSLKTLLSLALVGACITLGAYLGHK
Bim-Bcl-XL: inhibitors of Bim-Bcl-XL interaction, human; Q07817; Bim peptide-Bcl-XL binding, bead flow cytometry, fluorescence; inhibition, % at 10 µM; 190,000 compounds, 0.04% hits
Mcl1-Noxa inh: disrupts binding of human Mcl-1 to Noxa peptide; Q07820; TR-FRET Mcl-1/Noxa peptide binding, 2 h; inhibition, % at 21.7 µM; 220,000 compounds, 1.5% hits; AID 1022;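 active = compounds that cut the protein-peptide binding signal by more than 50% relative to plate controls in a single-dose test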;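 also: His-tagged Mcl-1 with rhodamine Noxa BH3 peptide and terbium anti-His antibody; 0% = Mcl-1 plus Noxa peptide wells and 100% = peptide-only wells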
RGS7-Gao: regulators of human RGS7-Galphao interaction; P09471; Multiplexed bead flow cytometry, RGS7-Galphao binding; actives lie on both sides; binding response (% of control), % at 10 µM; 220,000 compounds, 0.35% hits; AID 1439; in the data active = binding response below about 49% or above about 150%; inconclusive = no clear call, values can overlap the other calls; inactive = in between;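 also: fluorescent Galphao held in activated GDP-AlF4 state binding bead-coupled RGS7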
Bim-Mcl-1: disrupts Bim peptide binding to human Mcl-1; AID 1009; Q07820; 190,000 compounds, 0.1% hits; Bead-based flow cytometry, Bim peptide-Mcl-1 binding; inhibition, % at 10 µM;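 also: 0% = no compound tracer wells and 100% = peptide blocker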
Bcl-B Bim block: human Bim-Bcl-B interaction inhibition. Q9HD36. bead-based flow cytometry, Bim peptide-Bcl-B binding. inhibition, % at 10 µM. 190,000 compounds, 0.073% hits. AID 951;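 also: 0% = tracer peptide without compound and 100% = reference inhibitor peptide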
Target sequence (Q9HD36 whole entry, looked up): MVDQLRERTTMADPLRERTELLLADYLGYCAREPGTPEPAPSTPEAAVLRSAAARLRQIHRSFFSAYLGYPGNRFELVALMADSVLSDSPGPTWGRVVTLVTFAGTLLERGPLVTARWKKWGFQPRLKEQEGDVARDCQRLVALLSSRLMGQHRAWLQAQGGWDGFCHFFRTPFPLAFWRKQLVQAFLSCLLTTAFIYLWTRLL
Starred values were filed as active, the others as inactive; ? = inconclusive; · = not tested or not shown. Rule as the data show it, unless noted: active = inhibition above about 40%. An unsorted share of the library. Share with any hit: about 2.7%.

Molecule,RGS4-Gao reg,Bfl-1 Bim block,Bcl-W Bim block,Mcl1 Bid PPI,RGS8-Gao,Bcl-2 Bim block,Bim-Bcl-XL,Mcl1-Noxa inh,RGS7-Gao,Bim-Mcl-1,Bcl-B Bim block
Cc1cc(C)n(S(=O)(=O)c2ccc(Cl)c(Cl)c2Cl)n1,100,-1,-6,-11,99,-2,-6,8,101,-4,-3
Cc1occc1-c1nnc(SCC(=O)N2CCOCC2)n1CC(C)C,96,4,2,-6,98,8,4,1,96,3,1
CCC(Sc1ccc2nnc(-c3ccc(OC)c(OC)c3)n2n1)C(=O)O (centres undefined),104,-5,1,-43,100,-8,1,19,104,-4,-13
CN(C)S(=O)(=O)c1cccc(NC(=O)c2ccc(N3CCOCC3)c([N+](=O)[O-])c2)c1,100,-2,0,-64,102,0,-1,12,100,-2,-1
Cc1ccc(S(=O)(=O)NC(=O)c2cc(C)n(CCCn3ccnc3)c2C)cc1,98,-22,-7,-25,100,-12,-13,23,95,-6,-10
CCc1cccc(NC(=O)CN2C(=O)NC3(CCCCCCC3)C2=O)c1,99,1,0,-3,97,0,2,-3,99,-1,-1
O=C(c1cc2ccccc2o1)N1CC=C(c2ccccc2)CC1,103,·,·,-2,101,·,·,1,?,·,·
CCC(C)NS(=O)(=O)c1ccc(NC(=O)c2ccc([N+](=O)[O-])cc2Cl)cc1 (centres undefined),102,7,10,2,98,1,0,19,103,6,6
Cc1ccc(C(=O)NCCc2nnc3ccc(SCC(=O)Nc4c(C)cc(C)cc4C)nn23)cc1,98,-9,-6,-24,100,-6,-10,9,96,-6,-9
c1ccc(-c2noc(CSc3nnnn3C3CCCCC3)n2)cc1,101,-4,-5,-11,103,-6,-5,-24,101,-4,-3
COc1ccc(CCNC2CC(=O)N(N(C)C)C2=O)cc1OC (centres undefined),102,-5,-1,-13,104,-3,-1,17,103,0,-4
N=c1c[n+](N2CCOCC2)[n-]o1,92,0,2,56*,86,1,0,7,95,0,0
CSCC(=O)NS(=O)(=O)c1ccc(C)cc1,101,0,0,0,94,0,0,20,100,0,1
O=C(CSc1nc(-c2ccco2)cc(C(F)(F)F)n1)N1CCSCC1,98,0,-3,-10,104,-3,-4,11,98,-1,·
CCCCn1c(N)c(N(CC)C(=O)CCc2ccccc2)c(=O)[nH]c1=O,101,-1,-2,-40,95,-4,-1,-6,100,-2,-3
c1ccc2[nH]c(SCc3cn4ccccc4n3)nc2c1,102,-2,0,-47,98,0,2,15,96,0,2
CN(C(=O)CSc1ncnc2sccc12)c1c(N)n(Cc2ccccc2)c(=O)[nH]c1=O,99,·,·,-8,100,·,·,16,?,·,·
CCN(CC)S(=O)(=O)c1ccc(N2CCCC2)c(NS(=O)(=O)c2ccc(F)cc2)c1,100,-4,-1,-34,100,-1,-5,23,98,0,-2
O=C(O)c1c2c(nc3ccccc13)/C(=C/c1ccc(O)cc1)CCC2,98,-5,4,-17,98,-1,0,21,?,0,-2
Cc1nn(-c2ccccc2)c2c1C(=O)N(Cc1ccccc1)C(=O)C(C)(C)C2,100,-1,0,-2,101,-2,2,-4,101,0,-3
CCc1cc2c(=O)[nH]c(COC)nc2s1,102,0,0,0,99,0,-6,13,98,-2,-2
O=C(COc1ccc2ccccc2c1)N1CCN(C(=O)c2ccc([N+](=O)[O-])cc2)CC1,98,-6,-1,-7,102,-3,-3,5,97,-1,-5
COc1ccc(/C=N/NC(=O)c2ccn[nH]2)cc1COc1ccc(Cl)cc1,100,1,0,-7,98,1,0,-22,107,2,-1
CCOC(=O)c1c(NC(=O)c2nn(CC)cc2Br)c(C#N)cn1-c1ccccc1,102,1,2,-2,102,-2,-2,9,104,2,0
O=C1C2C3c4ccccc4C(c4ccccc43)C2C(=O)N1c1cccc2cccnc12 (centres undefined),99,-13,3,-29,105,-12,-4,-3,104,-1,-10

An excerpt from above in order of the Mcl1 Bid PPI value, smallest number first.
Molecule,RGS4-Gao reg,Bfl-1 Bim block,Bcl-W Bim block,Mcl1 Bid PPI,RGS8-Gao,Bcl-2 Bim block,Bim-Bcl-XL,Mcl1-Noxa inh,RGS7-Gao,Bim-Mcl-1,Bcl-B Bim block
c1ccc2[nH]c(SCc3cn4ccccc4n3)nc2c1,102,-2,0,-47,98,0,2,15,96,0,2
COc1ccc(/C=N/NC(=O)c2ccn[nH]2)cc1COc1ccc(Cl)cc1,100,1,0,-7,98,1,0,-22,107,2,-1
Cc1occc1-c1nnc(SCC(=O)N2CCOCC2)n1CC(C)C,96,4,2,-6,98,8,4,1,96,3,1

New compounds follow
Molecule,RGS4-Gao reg,Bfl-1 Bim block,Bcl-W Bim block,Mcl1 Bid PPI,RGS8-Gao,Bcl-2 Bim block,Bim-Bcl-XL,Mcl1-Noxa inh,RGS7-Gao,Bim-Mcl-1,Bcl-B Bim block
COc1ccc(C2=NOC(C(=O)Nc3c(C)n(C)n(-c4ccccc4)c3=O)C2)cc1 (centres undefined),100,-13,0,-12,102,-8,-5,13,103,0,-4
CCOC(=O)C1CCN(S(=O)(=O)c2ccc(OCC)cc2)CC1,99,-20,-3,-2,99,-8,-9,7,96,-6,-12
NCCCC[C@@H]1NC(=O)c2cc([N+](=O)[O-])cc(F)c2NCCCC[C@@H](C(N)=O)NC(=O)CNC1=O,102,-1,1,-12,104,0,-2,17,102,-6,0
COc1ccc(C2CCCN2C(=S)Nc2ccc(C)cc2C)cc1OC (centres undefined),95,0,-2,-27,99,-3,-4,1,97,-16,-4
Cc1ccc(S(=O)(=O)NCC(=O)OCC(=O)NC(=O)c2cccn2C)cc1,102,-6,0,-24,101,-3,-1,18,98,1,-3
COc1ccccc1-c1ccc(SCc2cccc(F)c2)nn1,97,-3,-1,-30,97,-2,0,-10,?,0,-1
CCOc1ccccc1NC(=O)NCc1ccco1,73,·,·,-21,88,·,·,-4,?,·,·
Cc1cc(C)c(Cn2ncn(-c3ccc(Br)cc3)c2=O)c(C)c1,100,-5,0,-49,101,-2,0,-7,97,0,-1
COc1ccc(N(CC(=O)Nc2cccc(C)c2)S(=O)(=O)c2c(C)n[nH]c2C)cc1,103,-7,0,-2,102,-14,0,21,101,0,-8
Cn1c(Oc2ccccc2)c(C=O)c2ccccc21,96,-1,0,5,98,-1,-1,15,97,-1,0
S=C(NCc1ccccc1)NCc1cccc(CNC(=S)NCc2ccccc2)c1,106,10,5,-35,95,6,0,11,101,2,3
CN(C(=O)c1ccccc1OC1CCN(S(C)(=O)=O)CC1)C1CCOC1 (centres undefined),101,-5,0,9,102,0,-1,-5,102,0,-6
O=C(Cn1cnc2ccccc2c1=O)Nc1cccc(S(=O)(=O)N2CCCCC2)c1,97,·,·,-2,101,·,·,7,?,·,·
O=C(N/N=C/c1c[nH]c2ccc(Br)cc12)c1ccn(Cc2ccc(Cl)cc2)n1,103,-2,0,-10,100,-3,-3,-2,102,3,0
O=C(c1cc2c(s1)-c1ccccc1OC2)N1CCN(c2ccccc2)CC1,97,-10,3,-15,97,-4,-1,1,96,3,0
CC1(C)CC(=O)C=C(OC(=O)c2ccc(Cl)cc2)C1,103,0,0,-27,101,5,0,-1,103,0,-3
CSc1nc(Oc2ccc(C)cc2)cc(C(F)(F)F)n1,101,0,-7,-22,101,-2,0,-10,98,-2,-3
CCOC(=O)/N=C(/NC(=O)Nc1ccc(C(=O)OCC)cc1)OC,101,-15,0,-4,96,-8,-10,5,99,-2,-9
Cc1cc(C)n(-c2nc3ccccc3n3nnnc23)n1,102,-1,2,·,99,1,4,·,104,3,1
COCCCNS(=O)(=O)c1ccc(SC)cc1,99,0,-1,1,103,-2,-2,7,102,-1,-8
CN(C)c1ccc(C=C(c2nnnn2-c2ccccc2)c2nnnn2-c2ccccc2)cc1,99,0,-1,-26,99,-1,-1,10,98,0,-4
CSc1ccc(/C=C/C(=O)NC23CC4CC(CC(C4)C2)C3)cc1,100,-1,-2,-5,100,-3,-7,3,100,-2,-6
CCCCCCn1c(N2CCN(c3cccc(Cl)c3)CC2)nc2c1c(=O)[nH]c(=O)n2C,99,-1,-9,3,102,0,-8,2,100,0,-5
COc1cc([N+](=O)[O-])cc(/C=N/NC(=O)CSc2nnc(-c3ccccc3)n2C)c1O,97,·,·,-90,98,·,·,-25,?,·,·
CCC(=O)N/N=C(\C)CC(=O)Nc1cc(Cl)ccc1C,102,-4,-7,-10,111,-5,-15,1,100,-21,-11
CCCCOC(=O)Nc1nc2ccc(OC)cc2s1,104,-12,-1,-29,100,-9,-7,18,98,-3,-8
O=C(NC(C(=O)c1ccccc1)N1CCCCC1)c1ccccc1 (centres undefined),99,-8,2,-7,100,-4,7,9,98,2,-3
CCN1CCN(C(=O)CCCCCn2c(=O)[nH]c3cc(C(=O)OC)ccc3c2=O)CC1,103,-2,-7,-12,103,-4,-5,0,100,-7,-5
CC1=C[C@H]2Cc3cc(C)cc(C)c3S(=O)(=O)[C@@H]2C=C1,98,0,-2,-46,102,-13,-8,1,102,-3,-13
CN(c1ccccc1)S(=O)(=O)c1ccc(Cl)c(C(=O)OCC(N)=O)c1,97,0,-1,-7,99,2,-1,13,97,0,-2
CCn1c(O)c(N=NC(=O)C2C(=O)NCC2c2ccccc2)c2ccccc21 (centres undefined),99,2,-5,-9,100,1,-8,15,97,-5,-3
CC(C)OC(=O)CN1CCN(S(=O)(=O)c2cc(Cl)ccc2Cl)CC1,97,0,-1,-8,92,0,-1,19,96,-5,-3
O=C(NCc1ccccc1Cl)C1CCN(S(=O)(=O)N2CCC3(CC2)OCCO3)CC1,98,-2,0,4,99,0,1,24,97,-1,-4
C/C(=N\NC(=S)NC(C)C)c1ccc(C(C)(C)C)cc1,102,-2,-8,-6,102,-4,-7,15,?,-7,-17
CC1(C)CC(=O)c2c(nc3ccccc3c2N)C1,100,-1,0,6,99,-1,0,5,102,-2,-2
O=C1OCCN1C(=O)[C@H]1[C@H](c2ccc(F)cc2)C(c2ccc(F)cc2)=NN1c1ccccc1,105,2,-1,0,117,0,0,-17,105,60*,-4
COc1ccccc1C(=O)NN=C1CCN(Cc2ccccc2)CC1,98,0,0,-10,88,0,-3,7,95,-1,-3
CCOc1cc(N2CCOCC2)c(OCC)cc1NC(=O)c1cccc(N(C)C)c1,104,-3,0,-41,101,-1,-1,-3,100,0,-3
CCOC(=O)C1CCCN(C(=O)Cn2nc(CC)n3c(cc4sccc43)c2=O)C1 (centres undefined),104,-6,0,1,102,-5,-2,15,100,0,-7
Cc1sc2nc(SCC(N)=O)n(C)c(=O)c2c1C,101,3,1,8,103,4,-2,-22,100,1,1
COC(=O)c1cn(NC(=O)c2cccnc2)c(=O)c2ccccc12,98,0,-3,-6,101,-2,0,6,98,-3,0
Cc1cnn(CCC(=O)NNC(=S)NCC(C)C)c1,101,0,-2,-55,97,0,-4,-6,100,-4,-5
N#CC(C#N)=C(N)CSc1cccc[n+]1[O-],103,-9,0,-28,102,-2,0,-11,99,0,-2
O=C(NNC(=S)Nc1ccc(Cl)cc1Cl)c1ccc(N2CCOCC2)c([N+](=O)[O-])c1,104,-4,-1,-79,104,-7,-7,-14,106,-6,-10
CCC1(c2ccc(Cl)cc2)NC(=O)N(Cc2ccc(C(=O)OC)cc2)C1=O (centres undefined),105,-3,2,-5,101,-2,1,16,106,3,0

Source: PubChem BioAssay
